# Screens deposited in PubChem by several laboratories.
# NadD block: inhibitors of S. aureus NadD, primary screen, biochemical, colorimetric, uHTS. Nicotinate-nucleotide adenylyltransferase NadD (Staphylococcus aureus N315). purified NadD enzyme, colorimetric absorbance read-out. inhibition, % at 20 µM. 360,000 compounds, 0.78% hits. AID 602399, 2012; in the data active = inhibition above about 26%; also: some compounds past the cut are filed as inactive
# Rin1-Abl PPI inh: inhibitors of Rin1-Abl protein binding, primary screen, biochemical, TR-FRET | inhibition, % at 7.35 µM | 360,000 compounds, 0.4% hits | AID 588664, 2011 | Tyrosine-protein kinase ABL1 (Homo sapiens) + Ras and Rab interactor 1 (Homo sapiens), …; in the data active = inhibition above about 5%, passing the limit was not always enough
# Scp-1 inhibitor: Scp-1 phosphatase inhibitors, primary screen, biochemical, colorimetric, uHTS; Recombinant Scp1, phosphopeptide, malachite green phosphate absorbance; 340,000 compounds, 0.88% hits; Carboxy-terminal domain RNA polymerase II polypeptide A small phosphatase 1 (Homo …; inhibition, % at 20 µM;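 active = inhibition above about 50% at 20 µM, limit read from the data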;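 also: plate controls were DMSO wells with enzyme for no effect and wells lacking enzyme for full effect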
#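 Test system: SCP-1 phosphatase catalytic domain, residues 76-261 | Compound dosing: One concentration, 20 µM, with 1.0% DMSO | Schedule: 45 min room-temperature reaction, 5 min colour, 30 min stabiliser | Detection: Absorbance at 630 nm | Read-out basis: % inhibition of SCP-1 phosphate liberation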
# Rpn11 block: Rpn11 (PSMD14) deubiquitinase inhibitors, primary screen, biochemical, fluorescence polarization, uHTS; AID 588493, 2011; human 26S proteasome, Ub4-pepOG fluorescence polarization; 20S core pre-blocked with epoxomicin; 360,000 compounds, 0.59% hits; calls only at 20 µM;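 active = inhibition at 20 µM, scaled to each plate's controls, above about 33%, limit read from the data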
# Target sequence (O00487 whole entry, looked up): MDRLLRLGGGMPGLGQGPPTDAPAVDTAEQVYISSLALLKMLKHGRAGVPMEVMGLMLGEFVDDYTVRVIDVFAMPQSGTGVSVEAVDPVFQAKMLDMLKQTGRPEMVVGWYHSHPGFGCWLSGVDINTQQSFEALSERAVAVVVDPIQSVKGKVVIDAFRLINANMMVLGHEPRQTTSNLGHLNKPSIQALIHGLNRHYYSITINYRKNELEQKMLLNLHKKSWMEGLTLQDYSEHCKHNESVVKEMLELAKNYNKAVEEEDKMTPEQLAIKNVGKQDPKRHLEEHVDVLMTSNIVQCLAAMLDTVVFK
# CSN deneddyl inh: inhibitors of CSN-mediated cullin deneddylation, primary screen, biochemical, fluorescence polarization, uHTS; COP9 signalosome complex subunit 5 (Homo sapiens), Q92905; Purified CSN, SCF-Nedd8-OG deneddylation; inhibition, % at 12.5 µM; 360,000 compounds, 0.38% hits;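 active = pattern-corrected inhibition above about 35%, with an unprinted fluorescence ratio check between 0.5 and 1.5, limit read from the data, passing the limit was not always enough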;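 also: 0% = enzyme with substrate and 100% = substrate without enzyme; some results filed as inactive read as strong as hits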
# Target sequence (Q92905 whole entry, looked up, one chain of several): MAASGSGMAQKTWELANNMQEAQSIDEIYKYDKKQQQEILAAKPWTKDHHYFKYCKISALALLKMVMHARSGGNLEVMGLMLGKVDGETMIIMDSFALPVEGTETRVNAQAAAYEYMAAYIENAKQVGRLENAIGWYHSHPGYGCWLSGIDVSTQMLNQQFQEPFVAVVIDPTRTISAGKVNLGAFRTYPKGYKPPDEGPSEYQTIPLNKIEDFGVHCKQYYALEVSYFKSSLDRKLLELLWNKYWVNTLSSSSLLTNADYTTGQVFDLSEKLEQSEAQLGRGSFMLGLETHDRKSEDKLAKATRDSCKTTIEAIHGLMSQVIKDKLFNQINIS
#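 Detection – fluorescence polarization · System – HEK293T-derived human Csn5 enzyme · Controls – substrate-only high control, full reaction low control · Timing – 90 min, room temperature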
# STEP inh: STEP phosphatase inhibitors, primary screen, biochemical, fluorescence intensity, uHTS; Tyrosine-protein phosphatase non-receptor type 5 (Homo sapiens), P54829; recombinant STEP, OMFP fluorogenic substrate; inhibition, % at 20 µM; 360,000 compounds, 0.25% hits;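 active = inhibition at 20 µM, scaled per plate between control wells, above about 37%, limit read from the data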;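 also: 0% = DMSO with enzyme and substrate and 100% = substrate only without enzyme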
#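 Material: STEP (striatal-enriched tyrosine phosphatase) enzyme, cell-free | Medium: 50 mM Bis-Tris pH 6.0 with 2.5 mM DTT and 0.005% Tween 20 | Read-out: Percent inhibition scaled to no-enzyme and uninhibited-enzyme controls, plate-pattern corrected | Signal: Fluorescence read at 480 nm ex / 540 nm em | Times: 20 min reaction, room temperature, in the dark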
# SUMO1 PPI mod: modulators of SUMO1 protein-protein interactions, primary screen, biochemical, uHTS; Small ubiquitin-related modifier 1 (Homo sapiens), P63165; SUMO1 binding to a labelled peptide, TR-FRET, 1 h; inhibition, % at 20 µM; 360,000 compounds, 0.33% hits; AID 602429, 2012; in the data active = inhibition above about 37%
# Target sequence (P63165 whole entry, looked up): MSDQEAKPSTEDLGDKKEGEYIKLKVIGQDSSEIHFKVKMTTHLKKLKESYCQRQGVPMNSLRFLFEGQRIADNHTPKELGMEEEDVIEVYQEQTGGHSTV
# DNMT1 inh: human DNMT1 methyltransferase inhibitors, primary screen, biochemical, molecular beacon, fluorescence, HinP1I cleavage, uHTS. inhibition (reported as % activation of signal), % at 10 µM. 360,000 compounds, 0.83% hits. AID 588458, 2011; in the data active = inhibition above about 50%
# Neddyl block: inhibitors of cullin neddylation, primary screen, biochemical, TR-FRET, uHTS, NAE and Ubc12 | NEDD8-conjugating enzyme Ubc12 (Homo sapiens) + NEDD8-activating enzyme E1 regulatory … | 360,000 compounds, 0.58% hits | calls only at 25 µM | AID 651699, 2012; in the data active = inhibition above about 36%
# LMPTP inh: LMPTP phosphatase inhibitors, primary screen, biochemical, fluorescence intensity, uHTS. Low molecular weight phosphotyrosine protein phosphatase (Homo sapiens), P24666. recombinant LMPTP-A, OMFP fluorogenic substrate. inhibition, % at 20 µM. 360,000 compounds, 0.22% hits. AID 651560, 2012;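 active = compounds that cut the enzyme signal by at least half of the control window in the single-dose screen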;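 also: plate controls were DMSO wells with enzyme plus substrate for no effect and substrate without enzyme for full effect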
# Target sequence (P24666 whole entry, looked up): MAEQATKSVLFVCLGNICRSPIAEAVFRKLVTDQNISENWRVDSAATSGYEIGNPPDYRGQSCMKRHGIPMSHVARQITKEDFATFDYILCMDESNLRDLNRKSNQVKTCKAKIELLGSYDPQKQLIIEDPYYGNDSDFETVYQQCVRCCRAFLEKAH
#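 Material: LMPTP-A; amount: 0.625 nM enzyme; doses: single 20 µM dose; times: reaction 50 min, room temperature, dark; technique: fluorescence intensity of OMFP turnover product; benchmarks: no-enzyme and uninhibited controls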
# * marks the source's active call; other numbers are inactive results; i = inactive; . = no result given.
SMILES,NadD block,Rin1-Abl PPI inh,Scp-1 inhibitor,Rpn11 block,CSN deneddyl inh,STEP inh,SUMO1 PPI mod,DNMT1 inh,Neddyl block,LMPTP inh
CCN(CC)S(=O)(=O)c1cccc(C(=O)Nc2nncs2)c1,0.3,1.5,-9.7,i,3.0,19.5,2.0,2.6,i,-0.9
COc1ccccc1NC1=C(NC(C)=O)C(=O)c2ccccc2C1=O,-0.3,-19.4,-1.7,i,-2.5,0.2,-34.5,-14.0,i,3.5
CN(c1ccccc1)c1ncnc2c1ncn2C,2.0,-0.7,-5.4,i,-0.2,-0.3,2.0,-2.1,i,-2.4
CCOc1ccc(Oc2cc(N)cc([N+](=O)[O-])c2)cc1,0.3,5.9,-0.8,i,-0.9,-3.8,-15.5,-7.8,i,1.8
Cc1ccc(S(=O)(=O)N(C)C)cc1NC(=O)COc1ccc(-c2nnco2)cc1,-2.0,-2.2,-4.0,i,-4.0,0.5,1.8,2.0,i,-1.0
O=C(Cc1c[nH]c2ccccc12)N/N=C/c1cccc(F)c1,-5.9,-0.9,-7.6,i,5.5,3.3,-10.7,-2.2,i,-0.8
CSc1ccccc1C(=O)NCC(c1ccco1)N(C)C (stereo not drawn),1.0,3.4,-4.7,i,2.5,0.0,6.1,-0.1,i,-0.5
Cc1ccc(O)c(NC(=O)c2onc(C)c2Cl)c1,-7.0,1.4,-1.1,i,2.3,0.4,0.7,-1.1,i,-0.8
CCCCCCSC1=C(C#N)C(c2ccc(C)o2)CC(=O)N1 (stereo not drawn),-0.5,3.0,-8.0,i,3.0,2.3,-5.6,-2.3,i,1.9
N=c1n(CCN2CCCC2)c2ccccc2n1CC(O)c1ccc(Cl)c(Cl)c1 (stereo not drawn),-0.3,6.9,-6.7,i,0.1,3.0,-2.3,-5.3,i,-1.3
C=CCc1c(C)nc2c(C)cccc2c1SC(=N)N,-4.8,-4.2,-0.7,i,1.7,2.8,-5.7,-3.7,i,2.9
COc1ccc(CNC(=O)c2sc(=S)n(-c3ccc(OC)cc3)c2N)cc1,-4.1,-2.6,-8.7,i,4.6,5.4,-9.0,4.8,i,0.7
Nc1c(C(=O)NCc2ccccc2)c2nc3ccccc3nc2n1CCCN1CCOCC1,-2.6,-6.4,-3.9,i,5.1,3.3,43.4*,47.0,.,-3.7
CNc1cc(C(=O)Nc2cccc(OCc3ccccc3)c2)ncn1,-3.3,-3.9,.,i,1.5,-0.2,-3.8,-3.9,i,-0.6
COn1c(C)c(C)c2c3nonc3ccc21,5.1,3.4,-14.1,i,3.7,-2.0,-16.5,-10.6,i,-0.5
COc1cccc(NC(=O)Cn2nnc(C(=O)NCc3ccc4c(c3)OCO4)c2N)c1,-3.1,4.2,1.2,i,5.2,-1.3,-1.7,-2.7,i,-0.6
O=C(NC1CC2CCC(C1)N2C(=O)NC1CCCCC1)NC12CC3CC(CC(C3)C1)C2 (stereo not drawn),-2.2,-2.2,2.4,i,2.2,-3.8,3.2,1.5,i,0.0
O=C(COc1ccccc1Cl)Nc1ccc(CN2CCCCC2)cc1,-4.5,3.7,-9.1,i,2.5,-3.6,1.0,-1.9,i,0.6
Brc1ccc(Nc2nc(-c3cccnc3)cs2)cc1,2.4,-2.4,5.4,i,2.8,-1.9,0.2,1.8,i,0.6
CC(C)CCNC(=O)c1c[nH]c2ccc(S(=O)(=O)N3CCOCC3)cc2c1=O,-2.9,-2.2,-3.4,i,-2.7,0.7,-0.7,0.7,i,1.3
O=C(COc1ccc(-c2nnco2)cc1)NC1CCCc2ccccc21 (stereo not drawn),-4.3,3.6,-7.8,i,1.9,2.1,3.6,-2.1,i,-1.6
CCOCCCNC(=O)c1ccc(CS(=O)(=O)Cc2ccc(C)cc2)o1,-3.1,-2.9,9.8,i,2.3,-3.1,-1.0,2.9,i,-1.3
Nc1nc(NCC2CCCO2)nc(Nc2ccc(Cl)cc2)c1[N+](=O)[O-] (stereo not drawn),-11.0,-1.1,-3.5,i,-1.2,0.5,-4.2,-2.2,i,-0.1
CC(=O)NC1=C(Nc2ccc(N(C)C)cc2)C(=O)c2ccccc2C1=O,-0.8,-16.0,-7.1,i,1.8,6.0,-13.3,-13.7,i,14.0
NC(=O)c1ccc(N2CCN(S(=O)(=O)c3ccccc3)CC2)c([N+](=O)[O-])c1,1.2,-7.0,-7.1,i,-1.1,0.3,-32.5,3.8,i,-0.6
# (listing goes on)
SMILES,NadD block,Rin1-Abl PPI inh,Scp-1 inhibitor,Rpn11 block,CSN deneddyl inh,STEP inh,SUMO1 PPI mod,DNMT1 inh,Neddyl block,LMPTP inh
CCOc1ccc(NC(=O)C2CCN(S(=O)(=O)c3cccs3)CC2)cc1,-9.6,-1.0,-1.8,i,4.2,-1.6,0.8,-1.4,i,0.2
CCOC(=O)Cn1nc(C)n(-c2ccccc2)c1=O,8.6,-1.8,-8.4,i,-7.7,1.8,2.1,3.0,i,-1.0
O=C(Nc1ccc([N+](=O)[O-])cc1)c1cn(-c2ccccc2)nc1-c1cc2ccccc2o1,28.1,-4.5,-11.1,i,4.6,0.3,-2.7,47.5,i,-1.1
CC(C)(C)C(=O)Oc1cc(N)n(S(=O)(=O)c2ccc(F)cc2)n1,-5.8,0.1,-2.6,i,6.8,-12.3,-3.7,0.6,i,-0.1
Cc1cc(C)nc(SCCS(=O)(=O)Cc2ccccc2)n1,3.8,2.8,-7.7,i,1.5,-2.7,-0.5,-0.7,i,-0.9
NNC(=O)c1csc(CS(=O)(=O)c2ccc(Cl)cc2)n1,4.1,2.0,-3.6,i,1.6,-0.5,0.7,-1.1,i,-2.5
O=C(NCc1cccs1)C1CCN(C(=O)NCc2ccccc2)CC1,6.3,1.5,-4.3,i,-0.8,-1.9,2.7,-2.3,i,-1.5
NC(=O)c1ccccc1N1CCCCC1,6.3,-0.3,-2.2,i,-6.3,2.2,3.0,2.4,i,-0.9
CCc1nnc(NC(=O)c2ccc(OC)cc2OC)s1,3.0,0.5,-5.2,i,2.3,-4.0,-1.8,-0.5,i,-0.1
CC1CC(C)(C)NC(=S)N1CCCC(=O)Nc1ccc2c(c1)OCCO2 (stereo not drawn),5.6,-3.0,2.6,i,-1.4,-1.3,-1.2,-6.5,i,-0.5
CCOC(=O)c1cc(CC)sc1NC(=O)c1cc(OCC)c(OCC)c(OCC)c1,-5.9,5.6,-8.4,i,2.6,3.5,-0.5,9.5,.,2.4
CCc1ccc(NC(=O)CSc2nnc(Cc3cccn3C)n2-c2ccc(OC)cc2)cc1,2.4,0.4,-1.2,i,-3.6,-1.1,4.6,-3.4,i,1.4
CCOC(=O)C(=O)Nc1ccc(S(=O)(=O)N2CCOCC2)cc1OC,-0.1,-3.7,-2.7,i,-1.0,2.6,0.2,2.1,i,-0.1
CN(C(=O)COC(=O)c1cccs1)c1ccccc1,3.7,-2.1,.,i,-2.7,3.4,7.7,2.2,i,0.0
Cc1oc(-c2cccc(C(F)(F)F)c2)nc1CN1CCN(c2ccccn2)CC1,-4.3,0.4,-3.1,i,-6.8,-0.7,2.0,-1.2,i,1.8
COc1cccc(CN2C(=NC(=O)C3CC3)SC3CS(=O)(=O)CC32)c1 (stereo not drawn),1.4,0.5,-0.9,i,1.6,-2.1,4.6,0.1,i,-1.0
CCCCNC(=O)CCC(=O)Nc1ccc2nc(N3CCCCC3)cc(C)c2c1,-6.1,-1.2,-5.2,i,2.7,1.3,1.6,23.0,.,-0.3
C=CCNc1nc(NCCNC(C)=O)c2sc(-c3ccccc3)cc2n1,-2.6,-7.5,.,i,5.4,4.7,-6.5,-9.6,i,8.2
CCSc1nc(C)nc2sc(C)c(C)c12,-3.0,-0.6,-11.7,i,6.3,4.1,78.6*,24.0,i,1.0
Oc1ccc(N=Cc2c(O)ccc3ccccc23)cc1,0.5,0.8,-2.0,.,58.2*,-0.3,-13.7,-10.4,i,5.2
CCOCc1nnc(NC(=O)COC)s1,-1.8,-1.8,-4.3,i,21.7,0.2,-4.9,1.1,i,-1.8
C(=C\c1ccncc1)/c1ccccc1,-0.8,-4.5,-5.8,i,2.3,-0.6,-17.2,0.9,i,-0.8

# Ordered by count of non-hydrogen atoms (lowest first): part of the list above.
SMILES,NadD block,Rin1-Abl PPI inh,Scp-1 inhibitor,Rpn11 block,CSN deneddyl inh,STEP inh,SUMO1 PPI mod,DNMT1 inh,Neddyl block,LMPTP inh
CCOCc1nnc(NC(=O)COC)s1,-1.8,-1.8,-4.3,i,21.7,0.2,-4.9,1.1,i,-1.8
COn1c(C)c(C)c2c3nonc3ccc21,5.1,3.4,-14.1,i,3.7,-2.0,-16.5,-10.6,i,-0.5
Cc1ccc(O)c(NC(=O)c2onc(C)c2Cl)c1,-7.0,1.4,-1.1,i,2.3,0.4,0.7,-1.1,i,-0.8
NNC(=O)c1csc(CS(=O)(=O)c2ccc(Cl)cc2)n1,4.1,2.0,-3.6,i,1.6,-0.5,0.7,-1.1,i,-2.5
COc1ccccc1NC1=C(NC(C)=O)C(=O)c2ccccc2C1=O,-0.3,-19.4,-1.7,i,-2.5,0.2,-34.5,-14.0,i,3.5
CCOCCCNC(=O)c1ccc(CS(=O)(=O)Cc2ccc(C)cc2)o1,-3.1,-2.9,9.8,i,2.3,-3.1,-1.0,2.9,i,-1.3
NC(=O)c1ccc(N2CCN(S(=O)(=O)c3ccccc3)CC2)c([N+](=O)[O-])c1,1.2,-7.0,-7.1,i,-1.1,0.3,-32.5,3.8,i,-0.6
Nc1c(C(=O)NCc2ccccc2)c2nc3ccccc3nc2n1CCCN1CCOCC1,-2.6,-6.4,-3.9,i,5.1,3.3,43.4*,47.0,.,-3.7

# Hits appear at their usual frequency. Share with any hit: about 3.8%.
